# Compound activity (PubChem BioAssay)
# DUSP3 inh: inhibitors of human VHR1 phosphatase (DUSP3); P51452; recombinant VHR phosphatase, pNPP absorbance; inhibition, % at 13.3 µM; actives 0.52% (n = 290,000); in the data active means inhibition above about 50%; further: some compounds called inactive have numbers as strong as hits
# Vc quorum ag: induces V. cholerae light production without autoinducers; V. cholerae BH1578 lux reporter, luminescence, 6 h; activation, % at 18.7 µM; actives 0.16% (n = 350,000); AID 588436; in the data active means activation mostly above about 9.7%, no sharp cut-off; further: not every result past the cut was called active; inactives centre near 0; reference of the scale not given here
# PrPC TRFRET: reduces human prion protein on the cell surface; cell surface PrPC, TR-FRET read-out; actives 0.43% (n = 370,000); inhibition, % at 13.8 µM; AID 720596; P04156; in the data active means inhibition above about 24%; further: 0% = median of the test wells and 100% = reference compound wells
# CCHF vOTU inh: blocks the CCHF virus ovarian tumor domain protease; inhibition, % at 11.5 µM; actives 0.55% (n = 370,000); CCHFV vOTU protease, Pep-AMC fluorescence; in the data active means inhibition above about 30%; further: 0% = vehicle wells with enzyme and 100% = no enzyme wells
# Rv3671c inh: Rv3671c (M. tuberculosis) protease inhibition. actives 0.048% (n = 320,000). inhibition, % at 5.96 µM. P9WHR9. AID 2606; in the data active means inhibition above about 38%;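 further: extracellular domain of Rv3671c used as enzyme; 0% = enzyme with DMSO and 100% = no enzyme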
# SSB-PriA inh: K. pneumoniae PriA-SSBct interaction inhibition; AlphaScreen SSBct-PriA binding, biotinylated peptide; actives 0.6% (n = 430,000); inhibition, % at 33 µM; in the data active means inhibition mostly above about 37%, no sharp cut-off; inactive means mostly below about 20%;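 further: plate controls were negative control peptide for no effect and reference peptide for full effect; strong numbers were not always called active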
# Yp Topo-I inh: blocks Yersinia pestis topoisomerase I activity. activity, % at 10 µM. actives 0.064% (n = 360,000). Y. pestis Topo-I cleavage product accumulation, plate reader; in the data active means activity above about 50%, passing the limit was not always enough; further: inactives centre near 2
# MazF activator: MazEF (E. coli) toxin RNase activation; actives 0.32% (n = 350,000); AID 504720; activation, % at 20 µM; FAM/BHQ RNA-DNA oligo cleavage fluorescence, 5 h; in the data active means activation above about 50%
# SARS 3CLpro inh: SARS-CoV 3CLpro protease inhibition; inhibition, % at 6 µM; recombinant SARS-CoV 3CLpro, quenched FRET peptide cleavage; actives 0.14% (n = 290,000); P0C6X7; in the data active means inhibition above about 12%
# TcdB inh: inhibitors of Clostridioides difficile toxin B glycohydrolase. P18177. TcdB glycohydrolase enzymatic assay, plate reader. inhibition, % at 9.99 µM. actives 0.24% (n = 350,000); in the data active means inhibition above about 10%
# Target sequence (P18177 whole entry, looked up): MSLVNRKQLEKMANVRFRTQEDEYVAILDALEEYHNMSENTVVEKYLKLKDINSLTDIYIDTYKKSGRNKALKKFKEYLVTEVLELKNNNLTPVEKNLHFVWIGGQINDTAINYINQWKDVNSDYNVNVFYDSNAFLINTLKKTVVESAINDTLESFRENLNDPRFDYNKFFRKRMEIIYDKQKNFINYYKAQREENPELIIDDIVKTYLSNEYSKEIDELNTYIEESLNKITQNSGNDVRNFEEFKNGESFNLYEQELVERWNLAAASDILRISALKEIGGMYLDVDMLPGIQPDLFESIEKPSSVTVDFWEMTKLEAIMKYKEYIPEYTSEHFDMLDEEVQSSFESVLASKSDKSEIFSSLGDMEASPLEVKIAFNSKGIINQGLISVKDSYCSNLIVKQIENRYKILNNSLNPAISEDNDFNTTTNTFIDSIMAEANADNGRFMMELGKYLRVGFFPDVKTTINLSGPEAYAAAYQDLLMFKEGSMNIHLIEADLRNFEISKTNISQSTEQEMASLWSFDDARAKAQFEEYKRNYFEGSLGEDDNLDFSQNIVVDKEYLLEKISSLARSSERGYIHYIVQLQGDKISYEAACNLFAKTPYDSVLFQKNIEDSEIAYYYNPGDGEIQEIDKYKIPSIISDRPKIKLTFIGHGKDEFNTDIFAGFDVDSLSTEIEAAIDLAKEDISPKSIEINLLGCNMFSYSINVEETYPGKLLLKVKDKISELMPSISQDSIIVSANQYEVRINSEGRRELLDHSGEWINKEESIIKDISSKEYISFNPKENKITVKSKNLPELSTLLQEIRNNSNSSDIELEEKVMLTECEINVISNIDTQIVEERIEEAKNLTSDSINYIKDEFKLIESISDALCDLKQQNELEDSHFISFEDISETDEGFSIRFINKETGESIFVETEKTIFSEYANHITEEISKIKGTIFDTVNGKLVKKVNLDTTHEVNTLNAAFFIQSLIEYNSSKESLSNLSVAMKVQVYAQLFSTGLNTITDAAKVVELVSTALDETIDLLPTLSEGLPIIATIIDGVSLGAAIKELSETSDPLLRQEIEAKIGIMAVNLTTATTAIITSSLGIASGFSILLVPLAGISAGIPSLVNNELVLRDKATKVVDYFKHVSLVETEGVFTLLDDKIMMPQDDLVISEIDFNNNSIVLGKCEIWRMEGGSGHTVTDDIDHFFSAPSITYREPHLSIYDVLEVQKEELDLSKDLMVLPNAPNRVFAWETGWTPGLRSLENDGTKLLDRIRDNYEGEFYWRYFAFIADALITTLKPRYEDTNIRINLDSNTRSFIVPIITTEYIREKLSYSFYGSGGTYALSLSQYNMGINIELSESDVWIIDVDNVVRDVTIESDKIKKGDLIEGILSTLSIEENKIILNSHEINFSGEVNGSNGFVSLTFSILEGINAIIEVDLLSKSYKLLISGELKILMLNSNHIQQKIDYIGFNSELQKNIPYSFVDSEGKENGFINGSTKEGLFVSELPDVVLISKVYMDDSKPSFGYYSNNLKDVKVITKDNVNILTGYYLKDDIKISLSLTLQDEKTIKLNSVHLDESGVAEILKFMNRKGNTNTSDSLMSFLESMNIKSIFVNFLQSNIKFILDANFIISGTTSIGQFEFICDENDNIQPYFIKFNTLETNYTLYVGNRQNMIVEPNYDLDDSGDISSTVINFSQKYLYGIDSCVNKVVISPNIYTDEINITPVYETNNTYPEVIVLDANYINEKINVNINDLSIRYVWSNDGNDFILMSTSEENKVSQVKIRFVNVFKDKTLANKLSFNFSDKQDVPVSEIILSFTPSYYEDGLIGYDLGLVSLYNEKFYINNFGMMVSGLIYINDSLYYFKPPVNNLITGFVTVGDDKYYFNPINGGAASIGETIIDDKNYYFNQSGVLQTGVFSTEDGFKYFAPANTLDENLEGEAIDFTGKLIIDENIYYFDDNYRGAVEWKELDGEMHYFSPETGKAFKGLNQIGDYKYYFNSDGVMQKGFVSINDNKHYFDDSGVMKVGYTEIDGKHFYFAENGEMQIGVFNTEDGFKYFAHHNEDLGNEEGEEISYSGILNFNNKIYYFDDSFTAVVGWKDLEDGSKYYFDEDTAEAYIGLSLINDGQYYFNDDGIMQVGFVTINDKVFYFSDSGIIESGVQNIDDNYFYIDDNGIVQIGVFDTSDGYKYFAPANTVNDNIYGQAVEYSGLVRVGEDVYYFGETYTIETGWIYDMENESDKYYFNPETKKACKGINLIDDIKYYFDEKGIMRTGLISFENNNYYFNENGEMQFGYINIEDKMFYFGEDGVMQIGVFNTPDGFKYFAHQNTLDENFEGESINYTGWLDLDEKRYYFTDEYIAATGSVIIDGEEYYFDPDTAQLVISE
# The depositor's hits bear a star; i = inactive; / = no result given; & = joins results of further samples.
SMILES,DUSP3 inh,Vc quorum ag,PrPC TRFRET,CCHF vOTU inh,Rv3671c inh,SSB-PriA inh,Yp Topo-I inh,MazF activator,SARS 3CLpro inh,TcdB inh
CCOC(=O)C1CCN(C(=O)c2cc(C)n(C(C)(C)C)n2)CC1,31,-0.4,5,3,2,-9,-8,-12,4,2.1
COCCN(C(=O)COC(=O)CCS(=O)(=O)c1ccccc1)c1c(N)n(Cc2ccccc2)c(=O)[nH]c1=O,/,-0.7,-5,-1,8,3,-2,5,/,-0.2
Cc1c(Cl)cccc1N1C(=O)CC(NNC(=O)c2ccc3c(c2)OCO3)C1=O (configuration not stated),/,0.3,-5,-10,-5,-3,-4,-3,/,0.0
CSc1ccccc1C(=O)OCC(=O)NC1CCS(=O)(=O)C1 (configuration not stated),2,-0.5,4,13,-1,-17,6,10,-2,-1.0
CCOC(=O)c1nc(Nc2ccc(C)cc2)c2ccccc2n1,2,i,4,29,-10,-7,3,7,8,/
COc1ccc2c3c([nH]c2c1)C1CC2C(CC(O)C(OC)C2CO)CN1CC3 (configuration not stated),14,-0.5,-11,-11,2,6,-7,-47,-3,2.7
CSc1ccc(CN2CCC2(C)C(=O)NCc2ccc3c(c2)OCO3)cc1 (configuration not stated),/,-0.4,-6,12,/,/,10,/,/,1.5
CC(C)=CC(=O)OCC(=O)NC(=O)NC(C)(C)C,-12,7.1,1,-2,2,3,13,5,-5,/
CCN(C(=O)CSc1nnc(-c2ccc(F)cc2)c2ccccc12)C1CCS(=O)(=O)C1 (configuration not stated),22,1.5,-20,10,-1,7,22,11,0,3.8
CC(=O)c1ccc(S(=O)(=O)NCC2(N3CCOCC3)CCCCC2)cc1,/,i,-5,-3,-7,-4,2,1,/,4.7
Nc1nc(-c2ccccc2)cc(-c2ccccc2O)n1,13,i,-5,6,-18,0,6,-4,-5,/
COc1ccc(CC2(C)OC(c3ccc([N+](=O)[O-])cc3)=NN2C(C)=O)cc1 (configuration not stated),-22,-0.3,-2,-6,-20,45*,13,-3,-1,1.2
COc1ccc(C)cc1NC(=O)NCc1ccccn1,16,i,-2,-2,-7,-2,-1,8,1,1.1
O=C(CCc1nnc(Cc2c[nH]c3ccccc23)o1)NCC1CC12CCCCC2 (configuration not stated),7,-1.6,5,4,1,-1,-3,-1,1,-2.7
COc1cc(C)nc(NC(=O)COc2ccc(Cl)cc2C)n1,13,i,12,-4,-5,-11,0,20,0,/
CC1OC2(C)OC(=N)C1(C#N)C(C#N)(C#N)C2c1ccccc1 (configuration not stated),-10,-0.2,0,-153,12,-5,-13,24,-5,3.6
Nc1c(-c2ccccc2Cl)cnn1-c1cccc([N+](=O)[O-])c1,23,-0.3,-50,-3,3,21,-1,-2,4,/
CCOC(=O)C1=C(COC(=O)c2ccccc2OC)NC(=O)NC1C (configuration not stated),/,2.1,0,14,/,-14,-1,1,/,2.0
O=C1NC(=O)C(Nc2ccccc2)C(=O)N1,/,-0.8,9,6,/,-2,5,-3,/,-1.6
O=C(Nc1ccccc1O)/C(=C\c1ccccc1)NC(=O)c1ccccc1,2,-0.1,0,3,1,-5,-8,0,0,0.1
COCCC(=O)Nc1ccc2c(c1)CN(C(=O)CCOC)CC2,7,i,-3,-9,3,-21,7,9,-2,-2.2
Cc1cccc(C)c1NC(=O)CSc1nnc(NC(=O)C2CC2)s1,12,-0.1,-2,8,4,9,-10,5,-2,0.2
CCOC(=O)c1ccc(NC(=O)CCNC(=O)c2ccc([N+](=O)[O-])cc2)cc1,2,-0.1,-20,1,2,-5,-5,6,1,/
CC(=O)Oc1ccc2nc(-c3ccc(Br)o3)oc(=O)c2c1,-8,-0.1,2,12,-2,3,-8,-8,4,1.8

# Pulled one by one from the list above, three records:
SMILES,DUSP3 inh,Vc quorum ag,PrPC TRFRET,CCHF vOTU inh,Rv3671c inh,SSB-PriA inh,Yp Topo-I inh,MazF activator,SARS 3CLpro inh,TcdB inh
Cc1cccc(C)c1NC(=O)CSc1nnc(NC(=O)C2CC2)s1,12,-0.1,-2,8,4,9,-10,5,-2,0.2
CC(=O)Oc1ccc2nc(-c3ccc(Br)o3)oc(=O)c2c1,-8,-0.1,2,12,-2,3,-8,-8,4,1.8
O=C1NC(=O)C(Nc2ccccc2)C(=O)N1,/,-0.8,9,6,/,-2,5,-3,/,-1.6

# Of the compounds above, four have an aryl thioether with sulfur outside any ring.
SMILES,DUSP3 inh,Vc quorum ag,PrPC TRFRET,CCHF vOTU inh,Rv3671c inh,SSB-PriA inh,Yp Topo-I inh,MazF activator,SARS 3CLpro inh,TcdB inh
CSc1ccccc1C(=O)OCC(=O)NC1CCS(=O)(=O)C1 (configuration not stated),2,-0.5,4,13,-1,-17,6,10,-2,-1.0
CSc1ccc(CN2CCC2(C)C(=O)NCc2ccc3c(c2)OCO3)cc1 (configuration not stated),/,-0.4,-6,12,/,/,10,/,/,1.5
CCN(C(=O)CSc1nnc(-c2ccc(F)cc2)c2ccccc12)C1CCS(=O)(=O)C1 (configuration not stated),22,1.5,-20,10,-1,7,22,11,0,3.8
Cc1cccc(C)c1NC(=O)CSc1nnc(NC(=O)C2CC2)s1,12,-0.1,-2,8,4,9,-10,5,-2,0.2

# More records
SMILES,DUSP3 inh,Vc quorum ag,PrPC TRFRET,CCHF vOTU inh,Rv3671c inh,SSB-PriA inh,Yp Topo-I inh,MazF activator,SARS 3CLpro inh,TcdB inh
CN(C)CCNc1ncnc2c1ncn2[C@H]1CN(Cc2ccc(F)cc2)C[C@@H](CO)O1,/,i,0,-7,/,/,-3,/,/,0.6
CCOC(=O)c1sc(N)c(C(=O)OCC)c1C,23,i,10,-4,-1,1&-6,3,0,4,0.9
Clc1ccc2c(N3CCNCC3)ccnc2c1,1,1.4,0,-2,3,2,1,2,4,/
COc1ccccc1C1SCCN1S(C)(=O)=O (configuration not stated),11,0.4,-4,1,-1,-3,4,2,4,/
CCOc1ccc(N2C(=O)CC(Sc3nc4ccc(OCC)cc4s3)C2=O)cc1 (configuration not stated),/,0.4,1,-5,-3,-5,-2,-18,-2,/
Cc1ccc(NC(=O)Cn2c(=O)c3cccn3c3ccccc32)cc1,-9,-0.2,6,-18,-20,-11,-3,10,5,1.5
COc1ccc(C(=O)N2Cc3cnnn3-c3ccccc3C2C#N)cc1 (configuration not stated),/,-0.5,-5,-1,/,-3,7,7,/,1.5
CCCn1c(SCC(=O)NCCc2ccccc2)nnc1-c1cccnc1,14,0.8,-4,-6,-4,-13,5,6,-1,/
O=C(Nc1nccs1)c1ccc(Br)o1,-4,0.2,-1,-13,-4,7,0,0,2,/
C=CCn1cnc2scc(-c3ccccc3)c2c1=O,16,0.8,0,-1,7,-6,-6,2,-4,/
CCOCCCNS(=O)(=O)c1ccc2c(c1)oc(=O)n2CC(=O)OCC,9,i,2,1,1,0,4,1,2,0.3
CC1CCCCC1NC(=O)C1CCN(C(=O)c2sccc2-n2cccc2)CC1 (configuration not stated),15,i,2,-7,6,-12,13,3,6,2.6
O=C(Cn1ccc(C(F)(F)F)n1)N/N=C/c1ccc2c(c1)OCO2,18,-0.3,-3,-13,-1,/,-4,-16,4,/
Cc1ccc(-c2csc(/C=C3\SC(C)C(=O)N3CC(=O)Nc3ccccc3F)n2)cc1 (configuration not stated),15,3.7,2,2,-17,0,1,-11,2,-0.3
CCCN(CCC)CCCNC(=O)c1cc2c(-c3ccc(OC)c(OC)c3)nn(C)c2s1,20,i,-12,15,-1,2,-2,10,-16,3.0
C/C=C/C(=O)N1CC2(CC(c3cccc(NC(=O)CC)c3)=NO2)C[C@H]1C(N)=O (some centres not stated),-8,-0.1,-2,4,-19,4,-5,-11,/,-0.4
NC(=O)c1cc(C(N)=O)nc(Cl)n1,27,i,0,5,3,3,-2,2,0,0.2
CN1C(=O)N(C)C(=O)C2(Sc3ccccc3C2=O)C1=O,7,-0.3,4,-24,-10,5,0,0,-4,/
COc1ccccc1Cn1c(C(C)C)nc2ccccc21,-8,-0.9,7,-1,-2,-6,8,3,5,0.7
CCN(C(=O)CSc1nc2cc(Cl)ccc2c(=O)n1CC(C)C)C1CCS(=O)(=O)C1 (configuration not stated),/,-0.2,-7,-2,-4,-3,11,1,/,0.4
CCCCC1=CC2=CC(=O)C(C)(OC(=O)C3CCCC3)C(=O)C2=CO1 (configuration not stated),11,0.3,-4,14,-14,7,8,-33,/,0.9
CS(=O)(=O)N1CCN(c2ccc(NC(=O)CSc3ccc(Cl)cc3)cc2)CC1,-4,-6.2,6,-19,-1,-15,-8,1,1,0.7
CCOc1ccc(NC(=O)CN(c2ccc(OCC)cc2)S(=O)(=O)c2c(C)[nH]c(=O)[nH]c2=O)cc1,-25,i,5,7,9,7,4,8,7,1.0
COCCNC(=O)C(c1ccccc1)N(CCOC)C(=O)Cn1nnc2ccccc21 (configuration not stated),25,i,1,4,/,-5,2,3,6,/
C=CCc1c(C)nc2c(OC)cccc2c1Cl,8,-0.2,-13,-4,4,-3,-11,-1,-3,0.9
COCCn1c(SCc2ccc(OC)c(F)c2)nc2ccccc2c1=O,6,-0.3,7,6,0,-58,15,-12,-1,4.7
CCC1(C)NC(=O)N(CC(=O)c2cc(C)n(C3CC3)c2C)C1=O (configuration not stated),/,i,-5,-1,/,-4,9,10,/,1.9
Cc1ccc(S(=O)(=O)N2CCN(C(=O)CC3CCCC3)CC2)cc1,-4,-1.2,13,8,-9,-16,7,12,3,/
CCc1ccc2nc(N(CCCN(C)C)C(=O)c3ccc(S(=O)(=O)N4CCCc5ccccc54)cc3)sc2c1,32,-0.3,-2,-4,10,4,-5,-10,-3,0.9
CCOC(=O)C1=C(c2ccccc2)N(C)C(=O)NC1c1ccc(OC(F)F)c(OC)c1 (configuration not stated),11,2.1,8,16,4,-12&-10,8,3,0,/
Cc1ccc(Cc2cnc(NC(=O)c3cccs3)s2)cc1,27,i,10,15,-16,-12,-7,-2,6,/
COc1ccc(N2N=NN(C(C)C)C2=C(Cl)c2nnnn2-c2ccc(OC)cc2)cc1,/,1.0,5,-1,/,-11,-3,3,/,0.6
COc1cc(C)nc(N(C)C(C)=O)n1,-23,-0.6,-6,-4,-8,-2,2,-8,2,/
COc1ccc(S(=O)(=O)N2CCc3ccccc32)cc1C(=O)O,4,i,-2,5,-3,5&5,-4,0,-1,1.8
Cc1ccc(C(=O)NC2CCN(CC(=O)NC3CCC(C)CC3)CC2)cc1 (configuration not stated),12,-0.4,-8,15,9,2,5,2,1,-0.1
CC(C)(C)OC(=O)N1CCN(Cc2ccc(F)c(B(O)O)c2)CC1,/,-0.6,0,-3,/,-6,-2,-1,/,-1.1
O=C(Cc1ccccc1)N(c1ccccc1)c1ccccc1,/,-0.8,6,3,/,-6,17,1,/,0.3
O=C1NC(=Nc2cccc([N+](=O)[O-])c2)SC1(CO)CO,14,-6.7,0,14,6,-20,-12,-9,-1,0.4
COc1cccc(-c2nc(CS(=O)(=O)CC(=O)NCCC(C)C)c(C)o2)c1,12,-0.2,-4,11,8,-6,20,-11,-2,0.6
Cc1cc(C(=O)COC(=O)Cc2ccc(Br)cc2)c(C)n1C,/,i,-1,-2,5,2,24,4,/,0.0
CC(Oc1ccc(F)cc1)C(=O)Nc1cc(S(=O)(=O)N2CCCCC2)ccc1N1CCOCC1 (configuration not stated),/,i,10,19,-4,/,23,-5,/,-5.7
COc1ccc(/C=N/OCC(=O)Nc2ccc3c(c2)OCO3)c(OC)c1,34,i,5,-12,4,/,-1,-3,-1,0.8
CC1CCC/C(=C\Nc2ccc(O)cc2)C1=O (configuration not stated),2,/,-9,22,-15,/,-4,-3,-6,/
CCN(CC1COc2ccccc2O1)C(=O)CN1C(=O)NC(C)(c2ccccc2)C1=O (configuration not stated),/,i,-4,-1,5,-20,12,-4,/,2.6
NC(=O)c1oc2ccccc2c1NC(=O)c1ccco1,23,-0.3,8,-9,3,-3,-3,17,3,2.3
CCN1CCN(C(=O)c2ccc(OCC(=O)Nc3ccc(F)cc3)c(OC)c2)CC1,7,-0.2,-10,1,-2,-15,2,4,3,-3.9
COCCCNC(=O)c1c(N)n(/N=C/c2cccnc2)c2nc3ccccc3nc12,19,-0.3,-11,-1,-10,/,0,12,1,/
O=C(OC(C(=O)NCc1ccc2c(c1)OCO2)c1ccncc1)c1ccc(Cl)nc1 (configuration not stated),12,i,4,3,-4,-8,6,-3,1,0.4

# A portion of the library, so the mix of outcomes need not match the whole.
